KDM5B inhibitor: blocks human KDM5B histone demethylase activity. 2.6% of 220,000 active. KDM5B demethylase, FDH-coupled NADH fluorescence (FDH is formaldehyde dehydrogenase). Potency, µM (highest dose often 57.7 µM), for the others: at the top dose activity change, negative = inhibition, usual class: inhibitors; active = well fitted inhibition curve with a large enough effect; inconclusive = small, poorly fitted or top-dose-only effect; inactive = no such curve, though single readings can be large or run the other way; also: 0% is about no effect; nearly all actives have a fitted effect of over 70% in size
Target sequence (Q9UGL1 whole entry, looked up): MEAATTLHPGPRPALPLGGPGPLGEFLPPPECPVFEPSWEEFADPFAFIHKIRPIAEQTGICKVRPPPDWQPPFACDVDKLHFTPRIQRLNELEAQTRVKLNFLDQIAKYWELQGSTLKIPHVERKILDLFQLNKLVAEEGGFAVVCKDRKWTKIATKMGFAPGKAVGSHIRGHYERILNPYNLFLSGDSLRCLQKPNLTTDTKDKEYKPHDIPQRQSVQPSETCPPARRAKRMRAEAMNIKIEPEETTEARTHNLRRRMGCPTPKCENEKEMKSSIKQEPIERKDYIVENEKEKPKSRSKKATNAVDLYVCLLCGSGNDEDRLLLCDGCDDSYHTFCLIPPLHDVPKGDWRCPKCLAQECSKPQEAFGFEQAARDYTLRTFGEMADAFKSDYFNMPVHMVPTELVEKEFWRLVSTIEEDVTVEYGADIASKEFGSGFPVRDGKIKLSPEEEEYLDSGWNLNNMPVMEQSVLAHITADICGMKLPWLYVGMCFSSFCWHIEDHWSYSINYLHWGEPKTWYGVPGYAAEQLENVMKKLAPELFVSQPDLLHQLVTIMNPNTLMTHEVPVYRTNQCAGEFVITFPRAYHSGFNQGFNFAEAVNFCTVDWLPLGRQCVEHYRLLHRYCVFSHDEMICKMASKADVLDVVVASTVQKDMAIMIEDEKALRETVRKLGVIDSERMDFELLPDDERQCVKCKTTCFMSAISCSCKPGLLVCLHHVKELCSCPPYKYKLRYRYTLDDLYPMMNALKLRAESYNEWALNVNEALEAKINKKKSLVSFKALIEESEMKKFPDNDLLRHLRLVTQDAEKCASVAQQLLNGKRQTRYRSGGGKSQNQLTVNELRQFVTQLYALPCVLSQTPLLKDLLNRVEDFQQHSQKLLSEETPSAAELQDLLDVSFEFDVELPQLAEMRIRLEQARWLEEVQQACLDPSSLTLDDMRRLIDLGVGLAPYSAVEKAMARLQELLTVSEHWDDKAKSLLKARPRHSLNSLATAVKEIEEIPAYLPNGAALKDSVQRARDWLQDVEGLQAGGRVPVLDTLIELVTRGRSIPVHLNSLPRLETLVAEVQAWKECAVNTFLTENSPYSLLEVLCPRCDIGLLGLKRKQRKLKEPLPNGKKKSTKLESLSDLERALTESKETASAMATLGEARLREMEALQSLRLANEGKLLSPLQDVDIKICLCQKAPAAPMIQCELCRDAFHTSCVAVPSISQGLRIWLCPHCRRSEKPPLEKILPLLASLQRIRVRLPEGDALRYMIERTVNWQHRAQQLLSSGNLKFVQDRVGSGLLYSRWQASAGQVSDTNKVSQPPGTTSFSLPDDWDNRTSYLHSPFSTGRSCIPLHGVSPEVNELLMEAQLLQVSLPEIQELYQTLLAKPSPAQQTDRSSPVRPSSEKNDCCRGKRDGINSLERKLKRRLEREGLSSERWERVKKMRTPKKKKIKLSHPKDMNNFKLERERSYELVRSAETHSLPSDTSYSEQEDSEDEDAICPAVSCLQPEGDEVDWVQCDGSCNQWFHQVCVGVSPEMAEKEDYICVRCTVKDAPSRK
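Coupled FDH/NAD⁺ fluorescence readout. KDM5BΔAP 200 nM final; compound titration, 10 min RT preincubation; substrate mix 12.5 µM H3K4me3, 25 µM 2-OG, 50 µM Fe(II), 100 µM ascorbate, 0.25 mM NAD⁺, 0.25 U/mL FDH; ΔRFU over 30 min.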
The depositor's hits bear a star; i = inactive; u = inconclusive; & = joins results of further samples; [ ] = another dose, or the depositor's remark. Potency is read from the fitted curve at half-maximal effect. Not all compounds are listed; count on the stated rates, not on these rows.

SMILES | KDM5B inhibitor
COc1ccc(S(=O)(=O)N2CCCC2c2nncn2Cc2ccncc2)cc1OC (stereo not drawn) | -14%
CN1CCc2c([nH]c3ccccc23)C12CCN(C(=O)C1CCC1)CC2 | -24%
Clc1ccc2c(N/N=C/c3ccccc3)ccnc2c1 | -17%
C/C(=N/O)c1cc2cc(Cl)ccc2oc1=O | -7%
O=S(=O)(c1cccnc1)N1CC(c2noc(C3CCCN3CC3CC3)n2)C1 (stereo not drawn) | u
COc1ccc(CN2CC[C@H](c3nnc(-c4cccnc4)o3)C2)c(O)c1 | -16%[86.2 µM]
CCOc1cc2[nH]c(=O)n(CCCCC(=O)N3CCN(c4ccccc4OC)CC3)c(=O)c2cc1OCC | 10%
CCc1nnc(SCC(=O)Nc2ccccc2OC)c2cc3sccc3n12 | 17%
COc1ccc2cc(CCNS(=O)(=O)c3ccc(C)cc3)c(=O)[nH]c2c1 | u
Cc1ccc(C(=O)NC2CCN(c3cnn(CC4CC4)c(=O)c3)CC2)s1 | -1%
O=C1CO[C@H](c2ccc(NS(=O)(=O)c3ccccc3)cc2)[C@@H](CO)N1 | 5%[86.2 µM]
CC(C)NC(=O)N1CCC2(CC1)NCCc1c2[nH]c2ccccc12 | -9%
C[S+](=O)([O-])N1CCCC2(Cc3ccccc3CN2C(=O)c2ccc(Cl)cc2)C1 (stereo not drawn) | 23%[115 µM]
O=C(N[C@@H]1CN(Cc2ccccc2)C[C@H]1CO)c1ccco1 | 6%
Cc1ccc(SCc2ccc(C(=O)Nc3cc(C)ccc3C)cc2)cc1 | -10%
CCN(CC)CCCNc1oc(/C=C/c2ccccc2)nc1C#N | i
N[n+]1cccc2ccccc21 | u
Cc1ccc(C(=O)N2CCC(c3nn(C)c(=O)[nH]3)CC2)cc1 | -12%[86.2 µM]
O=C(O)c1cc(-c2ccccn2)nc2ccc(Br)cc12 | -19%&11%
CCN1CCN(c2cc(C)c3cc(NC(=O)c4cccc(Cl)c4)ccc3n2)CC1 | 15%
Cc1oc(-c2cccc(Cl)c2)nc1CN1CCCC(C(=O)NCc2ccc(Cl)cc2)C1 (stereo not drawn) | -24%
O=C(c1ccc2c(c1)N(Cc1ccc(Cl)cc1)C(=O)c1ccccc1S2(=O)=O)N1CCC(Cc2ccccc2)CC1 | -2%
COc1ccc(OC)c(NC(=O)Cc2c(C(=O)O)n(C)c3ccccc23)c1 | -4%
CCc1cc(C(=O)OC)c(N)s1 | -10%
Cc1cc(N2CCN(C)CC2)nc2ccc(NC(=O)Nc3ccc(F)cc3)cc12 | u
COc1cc(OC)cc(C(=O)Nc2ccc(-c3nc4ccccc4s3)cc2C)c1 | -30%
CC(C)(C)CC(=O)Nc1nc2c(s1)C[C@@H]1[C@](C)(CO)[C@H](O)CC[C@@]1(C)[C@@H]2CC(=O)NCc1ccco1 | -5%
Cc1ccc(C(=O)N2CCC3(CC2)COc2ccccc2NC3=O)cc1 | -12%
O=C(NC1CCN(c2cc(-c3cccs3)[nH]n2)CC1)c1ccccc1 | -21%
Cc1oc2cc(OCC(=O)NCc3ccco3)ccc2c(=O)c1Oc1ccccc1Br | 2%
O=C(Nc1ccccc1F)N1CCOC(c2ccc(Cl)cc2)C1 (stereo not drawn) | 36%
CCC(C(=O)Nc1ccc(C(C)C)cc1)n1cnc2ccccc2c1=O (stereo not drawn) | 27%
CCOc1ccccc1N(C)C(=O)c1cc(S(=O)(=O)NCCc2ccc(Cl)cc2)ccc1F | -14%
COc1ccc(-c2cn(C)c(=O)n3cc(COc4ccccc4)nc23)c(C(F)(F)F)c1 | -34%[86.2 µM]
CCOc1ccc(C(=O)Nc2cccc(-c3nc4cccnc4s3)c2)cc1 | 2%
Cc1ccc(NC(=O)CSc2ncc3c(n2)-c2ccc(Cl)cc2N(C)S3(=O)=O)cc1F | u
CCOC(=O)c1cccc(NC(=O)N2CC[C@@H](CC(=O)NCc3ccc(OC)cc3)[C@@H](CC)C2)c1 | -1%
Cc1oc(-c2ccccc2)cc1C(=O)NC1CCN(Cc2ccccc2)CC1 | 7%
O=C(NCC(c1ccc2c(c1)OCO2)N1CCN(c2ccccc2)CC1)C(=O)Nc1ccc(F)cc1 (stereo not drawn) | -2%
CC(=O)N1CC(CO)C2(CCN(C(=O)c3cccc(Br)c3)CC2)C1 (stereo not drawn) | 25%
CCOCC1(C)COc2ccc(C(=O)N(C)Cc3ccccc3)cc2N1 (stereo not drawn) | -19%[86.2 µM]
COc1ccc(-c2cc(C(=O)Oc3ccc(C)cc3)c3cc(C)ccc3n2)cc1 | u
CN1CC(=O)N(C2CCC2)Cc2c(NCCO)ncnc21 | -35%[86.2 µM]
O=C(CN1CCN(c2ccccn2)CC1)N1N=C(c2cc3ccccc3o2)CC1c1ccco1 (stereo not drawn) | u
COc1ccc(NC(=O)c2nnn(CC(=O)Nc3ccc(C)c(C)c3)c2N)cc1OC | 1%
COc1ccc(OC)c(NC(=O)Cn2ccc3cc(Cl)ccc32)c1 | -22%
CCCC1=Nc2cc(C(=O)NCCc3ccc(OC)c(OC)c3)ccc2Sc2ccc(C)cc21 | -33%
Cc1ccc(S(=O)(=O)Nc2ccc(C(=O)N3CCCC3)cc2)c(C)c1NS(C)(=O)=O | 29%
N#C/C(=C\c1c(N2CCOCC2)nc2ccccn2c1=O)C(=O)NC1CCS(=O)(=O)C1 (stereo not drawn) | u
COc1ccc(C(=O)N2CCCC3(C2)C(=NC2CCCC2)NC(=O)N3c2cccnc2)cc1 (stereo not drawn) | 13%[115 µM]

The list continues.
SMILES | KDM5B inhibitor
CS(=O)(=O)N1CCN2C(=O)N(C3CCCCC3)C[C@H]2C1 | -3%[86.2 µM]
Cc1cnc(CCNS(=O)(=O)c2cn(C)cn2)n1C1CC1 | -13%
Cc1ccc(Cl)cc1NS(=O)(=O)c1cc2c3c(c1)CC(=O)N3CCC2 | -28%
CCCN(CCC)c1cc(C)nc2nc(-c3ccc(C(C)(C)C)cc3)nn12 | -33%
O=[S+]1([O-])NC2(CCN(Cc3ccc(Cl)cc3)C2)COc2ncccc21 (stereo not drawn) | 12%[115 µM]
COc1ccccc1CN1CC(c2noc(CCC(=O)c3ccc(C)cc3)n2)CC1=O (stereo not drawn) | 17%
COCCn1c(-n2nc(C)cc2C)nc2c1c(=O)n(Cc1ccccc1Cl)c(=O)n2C | 23%
Cc1cc(C)c(NC(=O)CSc2nnc3[nH]c(=O)cc(-c4ccccc4)n23)c(C)c1 | -28%
COc1ccccc1CNC(=O)CS(=O)Cc1nc(-c2ccccc2C)oc1C (stereo not drawn) | 4%
O=C(Cc1ccccc1)N1CCC(N2CC(OCC3CC3)C23CCOCC3)CC1 (stereo not drawn) | 9%
COc1ccc(CNC(=O)Cc2c(C)c3c(OC)cc(C)cc3oc2=O)cc1OC | -13%
CCN(CC)CCNC(=O)Cn1cnc2sc(C)c(S(=O)(=O)N3CC(C)CC(C)C3)c2c1=O (stereo not drawn) | -9%
O=C(CCNS(=O)(=O)c1ccc(F)cc1)N1CCN(c2ncccn2)CC1 | -32%
O=C(NC1CCCN(c2cc(-c3ccc(F)cc3)[nH]n2)C1)c1ccc(F)c(F)c1 (stereo not drawn) | u
Cc1ccc(C)c(NC(=O)C2CCCN(S(=O)(=O)c3ccc4[nH]c(=O)ccc4c3)C2)c1 (stereo not drawn) | -18%
COc1ccc(-c2ccc3nnc(CNC(=O)c4ccc(C)cc4C)n3n2)cc1 | 28µM*
Cc1ccc(C(=O)Nc2ccc3nc(SCc4ccc(Br)cc4)sc3c2)cc1 | 15%
O=C(c1ccc(Cl)c(Cl)c1)N1CCN(Cc2cc(=O)n3ccsc3n2)CC1 | -17%
Cc1ccccc1S(=O)(=O)N1CCn2c(n[nH]c2=O)C1 | 1%
COc1cc(/C=C/c2nc(C#N)c(N3CCCCCC3)o2)cc(OC)c1OC | u

Three entries already listed, arranged by number of heavy atoms, falling:
SMILES | KDM5B inhibitor
CCN(CC)CCNC(=O)Cn1cnc2sc(C)c(S(=O)(=O)N3CC(C)CC(C)C3)c2c1=O (stereo not drawn) | -9%
O=C(CCNS(=O)(=O)c1ccc(F)cc1)N1CCN(c2ncccn2)CC1 | -32%
Cc1ccccc1S(=O)(=O)N1CCn2c(n[nH]c2=O)C1 | 1%

Further structures:
SMILES | KDM5B inhibitor
Cc1ccc(-c2nn(-c3ccccc3)c(-c3ccc(C)cc3)c2C)cc1 | 27%
O=C(CN(Cc1ccco1)C1CC1)NC1CCCC1 | 20%
Cc1nc(C)c(-c2ccc(SCC(=O)Nc3ccccc3)nn2)s1 | 20%
O=C(CCc1ccccc1)N1CCOc2ccc(CN3CCc4ccccc4C3)cc2C1 | -15%
CCc1noc(-c2cn(C3CCN(C(=O)c4cc(C)ccc4C)CC3)nn2)n1 | 3%
Cc1ccc(-c2cc(C(=O)Oc3ccc(C#N)cc3)no2)cc1 | u
COc1ccc(N2CCN(C(=O)COC(=O)COc3cccc(C(F)(F)F)c3)CC2)cc1 | -9%
O=C(c1cc(-c2ccccc2)n[nH]1)N1CC2CC(C1)[C@H]1CCCC(=O)N1C2 (stereo partly drawn) | -16%
COc1ccc(C2(c3ccc(F)cc3)CCCCC2)cc1 | 13%
O=C(c1cccs1)C1CCCN(Cc2nc(CCc3ccccc3)no2)C1 (stereo not drawn) | -2%

In a second layout: four of the compounds above.
Cc1ccc(-c2cc(C(=O)Oc3ccc(C#N)cc3)no2)cc1
  KDM5B inhibitor = u
COc1ccc(N2CCN(C(=O)COC(=O)COc3cccc(C(F)(F)F)c3)CC2)cc1
  KDM5B inhibitor = -9%
O=C(c1cc(-c2ccccc2)n[nH]1)N1CC2CC(C1)[C@H]1CCCC(=O)N1C2 (stereo partly drawn)
  KDM5B inhibitor = -16%
COc1ccc(C2(c3ccc(F)cc3)CCCCC2)cc1
  KDM5B inhibitor = 13%

Further records follow.
SMILES | KDM5B inhibitor
Cc1ccc(-c2noc(CCC(=O)N(C)c3ccccc3F)n2)cc1 | -11%
COc1ccc(CC(=O)NC2CCCc3c2[nH]c2ccc(F)cc32)cc1OC (stereo not drawn) | -28%
CN(C)S(=O)(=O)CCCN1CC[C@@H](NC(=O)c2ccccn2)[C@H](O)C1 | 3%
CC(C)CC(NC(=O)C1CCCCC1)C(=O)O (stereo not drawn) | 15%
COc1ccc(C2Cn3nnc(-c4nc(-c5ccc(Br)cc5)no4)c3CO2)cc1 (stereo not drawn) | 2%
Cn1c(N2CCC(Cc3ccccc3)CC2)nc2c1c(=O)n(Cc1ccc(Cl)cc1)c(=O)n2C | 16%
COc1ccc(OC)c2c1cc(C(=O)NCC(=O)Nc1nc(C)cs1)n2C | 191%[activator]
Cc1ccc(-c2ncc(C(=O)N(C)Cc3nc(CC(C)C)no3)c(=O)[nH]2)cc1 | -8%
COc1cccc(OCc2ccc(C(=O)O)o2)c1 | -9%
CCn1c(C(C)NS(=O)(=O)c2ccc(Cl)cc2)n[nH]c1=S (stereo not drawn) | -1%
Cc1ccc(-n2nc3c(c2NC(=O)CC(C)C)CS(=O)(=O)C3)c(C)c1 | 15%
COc1ccc(CN(C(=O)c2nn(Cc3ccccc3)c(=O)c3ccccc23)C2CC2)cc1 | 9%
Cc1ccc(S(=O)(=O)N[C@H]2CO[C@H]3[C@@H]2OC[C@H]3OCC(N)=O)cc1 | -9%[86.2 µM]
CCC(=O)Nc1ccc2oc(-c3cccc(OC)c3)nc2c1 | 272%[activator]
COc1ccc(-c2cnc(C)o2)cc1S(=O)(=O)Nc1ccc(C)cc1 | -7%
CC(=O)N1CCc2nn(CC(=O)Nc3ccccc3Cl)c(=O)cc2C1 | 2%
Cc1oc(-c2ccno2)cc1S(=O)(=O)Nc1cccc2ccccc12 | -2%
Cc1cccc(C(=O)N2CCCN(S(=O)(=O)c3ccccc3)CCC(=O)NCC2)c1 | -6%
O=C(NCCc1ccc(Cl)cc1)c1ccc2c(c1)N(Cc1cccc(Cl)c1)C(=O)c1ccccc1S2(=O)=O | -17%
COc1ccccc1NS(=O)(=O)c1cc(NC(=O)c2n[nH]c3ccccc23)ccc1Cl | u
Cc1cn2nc(C(=O)N3CCN(c4ccccc4)CC3)cc2c(N2CCCC2)n1 | u
O=C(Nc1ccccn1)[C@@H]1C[C@@H](c2ccc(F)cc2)N(Cc2ccccc2)C1 | -28%[86.2 µM]
O=C(NC1(c2ccc(Cl)cc2)CCC1)c1cc(Cl)c[nH]1 | 5%
Cc1nn(C)c(C)c1CNCc1ccnc(N2CCOCC2)c1 | u
CN1CC(=O)N(C2CCCCC2)Cc2c(NCc3cccs3)ncnc21 | -19%[115 µM]
CC1=NOC(=O)/C1=C/c1ccc(O)c(Br)c1 | u
CCc1ccc(CN2CCC3(CC2)Cc2ccccc2CNC3=O)cc1 | 22%[115 µM]
O=C(CCC1CCCN(S(=O)(=O)c2ccccc2)C1)NC1CCS(=O)(=O)C1 (stereo not drawn) | 1%
O=S(=O)(c1ccccc1)c1nc(-c2ccco2)oc1N1CCN(c2ccccc2)CC1 | -8%
CC(=O)N1c2c(cc(Br)cc2S(=O)(=O)N2CCN(c3ccccc3F)CC2)CC1C (stereo not drawn) | 12%
COc1ccc(C(=O)N2CC[C@H]3C(=O)NCCCCCCN(Cc4ccncc4)[C@@H]3C2)c(OC)c1 | u
COc1cccc(Nc2nc3ccccc3nc2NS(=O)(=O)c2ccc(Cl)cc2)c1 | -16%
Cc1cc(C)n2c(SCc3ccc(Br)cc3)nnc2n1 | -5%
OC[C@@H]1CN(Cc2cccnc2)C[C@H]1c1ccncc1 | u
CCCc1c(C(=O)N/N=C/c2ccncc2)nnn1-c1nonc1N | 26%
CN(Cc1ccccc1)C(=O)[C@@H]1Cc2nc[nH]c2CN1C | 11%[115 µM]

3 entries from above, ordered by the value under KDM5B inhibitor, smallest number first.
molecule,KDM5B inhibitor
COc1cccc(Nc2nc3ccccc3nc2NS(=O)(=O)c2ccc(Cl)cc2)c1,-16%
Cc1cc(C)n2c(SCc3ccc(Br)cc3)nnc2n1,-5%
CCCc1c(C(=O)N/N=C/c2ccncc2)nnn1-c1nonc1N,26%

Screens as filed in PubChem.
